Compound activity deposited in PubChem by National Center for Advancing Translational Sciences (NCATS).
KCNH2 WT inh = qHTS for Inhibitors of KCHN2 3.1: Wildtype qHTS. Voltage-gated inwardly rectifying potassium channel KCNH2 (Homo sapiens), Q12809. U2OS, BacMam KCNH2, thallium flux FluxOr; stronger effect = lower value. activity change, % at 1.84 µM. actives 0.37% (n = 340,000). AID 720551, 2013;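 active = maximum activity change below -70%; inconclusive = maximum activity change between -70% and -50%; inactive = maximum activity change above -50%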; also: % is scaled to controls: 0 for no effect and ±100 for the full control effect
Target sequence (Q12809 whole entry, looked up): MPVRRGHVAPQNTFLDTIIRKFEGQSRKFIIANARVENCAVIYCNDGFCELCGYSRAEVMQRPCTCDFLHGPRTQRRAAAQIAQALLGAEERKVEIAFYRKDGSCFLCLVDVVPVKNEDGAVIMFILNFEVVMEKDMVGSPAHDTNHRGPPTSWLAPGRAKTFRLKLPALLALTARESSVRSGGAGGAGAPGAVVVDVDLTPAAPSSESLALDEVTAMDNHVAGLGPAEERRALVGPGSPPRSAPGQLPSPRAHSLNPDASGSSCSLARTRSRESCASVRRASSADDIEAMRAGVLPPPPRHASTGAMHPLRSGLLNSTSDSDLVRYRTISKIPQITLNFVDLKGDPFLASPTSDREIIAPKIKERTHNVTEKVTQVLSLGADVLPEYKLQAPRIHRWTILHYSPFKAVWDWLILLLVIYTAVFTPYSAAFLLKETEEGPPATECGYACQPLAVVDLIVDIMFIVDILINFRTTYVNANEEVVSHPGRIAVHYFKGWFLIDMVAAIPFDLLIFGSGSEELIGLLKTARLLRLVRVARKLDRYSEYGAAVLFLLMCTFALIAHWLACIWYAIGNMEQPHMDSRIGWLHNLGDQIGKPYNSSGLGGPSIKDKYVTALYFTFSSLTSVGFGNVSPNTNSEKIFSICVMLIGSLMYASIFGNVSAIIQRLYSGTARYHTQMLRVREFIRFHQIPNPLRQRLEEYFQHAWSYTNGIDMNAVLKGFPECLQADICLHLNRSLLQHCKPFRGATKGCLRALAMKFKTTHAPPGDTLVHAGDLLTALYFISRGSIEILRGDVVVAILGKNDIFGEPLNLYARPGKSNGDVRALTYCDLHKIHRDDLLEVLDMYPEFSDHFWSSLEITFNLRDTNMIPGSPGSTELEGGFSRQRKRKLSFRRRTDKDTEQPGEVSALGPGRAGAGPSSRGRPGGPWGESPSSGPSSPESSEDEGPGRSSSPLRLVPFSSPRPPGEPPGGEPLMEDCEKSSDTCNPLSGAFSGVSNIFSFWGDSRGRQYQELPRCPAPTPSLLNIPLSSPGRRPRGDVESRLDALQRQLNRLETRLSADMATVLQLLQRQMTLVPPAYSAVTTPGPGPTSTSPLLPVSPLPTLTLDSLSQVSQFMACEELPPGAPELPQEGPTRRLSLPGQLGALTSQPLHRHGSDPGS
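U2OS cells were transduced with wild-type KCNH2 virus (2.03 x 10^8 / mL) for 4 h at room temperature, then cultured overnight at 37 C. Thallium flux was read with FluxOr dye. Rate constants were normalized to DMSO controls.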
Tb PFK block = qHTS Assay to Find Inhibitors of T. brucei phosphofructokinase; ATP-dependent 6-phosphofructokinase (Trypanosoma brucei brucei), O15648; T. brucei PFK, ADP-Glo luminescence; Potency, µM (series often up to 57.5 µM), inactives show at the top dose activity, negative = inhibition, most hits filed as inhibitors; actives 0.17% (n = 330,000); AID 485367, 2010;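 also: potency is read from the fitted curve at half-maximal effect; 0% = uninhibited 1x PFK enzyme wells and -100% = no-enzyme wells; nearly all actives have a fitted effect of over 60% in size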
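ADP-Glo luminescence quantified ADP after 45 min at room temperature, with 1.25 nM T. brucei PFK, 0.1 mM ATP and 0.5 mM fructose-6-phosphate in pH 8.0 TEA buffer. qHTS titrations up to 57 µM; curves classified by quality.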
BCR signal inh = qHTS Assay to Find Inhibitors of Chronic Active B-Cell Receptor Signaling; ABC-DLBCL IkBa-CBG/CBR reporter, luminescence ratio, 4 h; Potency, µM (series often up to 46.1 µM), without a hit: at the top dose ratio change, negative = lower green/red ratio, usual class: inhibitors; actives 0.05% (n = 340,000); active = well fitted inhibition curve with a large enough effect in the signal ratio, with a control signal flat, not every such curve was filed as active; inconclusive = small, poorly fitted or top-dose-only effect, or effect the other way, or a change in a side signal; the % refers to the signal ratio;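 also: potency is read from the fitted curve at half-maximal effect; plate controls were basal doxycycline-induced cells for no effect and cells given 10 µM MG132 for full effect; MG132 reads +100%, hits lower the ratio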
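TMD8 human ABC-DLBCL cells with doxycycline-inducible IκBα–green luciferase fusion and unfused red luciferase, in 0.5% FBS medium; compounds up to 46 uM, 4 h at 37C. Green/red luminescence ratio, filter-overlap corrected, fitted to concentration-response curves.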
A-T KAP1 phos = qHTS Assay for Identifying a Potential Treatment of Ataxia-Telangiectasia | […] A-T fibroblasts, KAP-1 phosphorylation AlphaLISA; neocarzinostatin DNA damage 30 min before lysis | Potency, µM (titrated, usually from 57.5 µM), for inactives: at the highest dose activation, most hits filed as activators | actives 0.19% (n = 320,000) | AID 485349, 2010; also: potency is read from the fitted curve at half-maximal effect; % of control where 0% means no effect; nearly all actives have a fitted effect of over 45% in size
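hTERT-immortalized A-T patient fibroblasts ([…]), 500 cells/well in OPTI-MEM, 1% FBS, got compounds for 60 min, then NCS for 30 min at 37C. Lysates were then assayed for phospho-KAP-1 by AlphaLISA (anti-pKAP1 donor, anti-KAP1 acceptor beads), 6 hr at 25C.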
CXXC DNA block = qHTS Fluorescence Polarization Assay for Inhibitors of MLL CXXC domain - DNA interaction; AID 2662, 2010; actives 0.037% (n = 290,000); MLL-CXXC / FITC-HOXA9 DNA fluorescence polarization; Histone-lysine N-methyltransferase 2A (Homo sapiens), Q03164; Potency, µM (highest dose often 115 µM), without a hit: at the top dose activity change, negative = inhibition, most hits filed as inhibitors; active = well fitted inhibition curve with a large enough effect in the polarisation, with a control signal flat, not every such curve was filed as active; inconclusive = small, poorly fitted or top-dose-only effect, or effect the other way, or a change in a side signal; inactive = no such curve, though single readings can be large or run the other way; the % refers to the polarisation; also: potency is read from the fitted curve at half-maximal effect
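Purified MLL-CXXC (added from a 7 uM solution) was preincubated 5 min at ambient with pinned compounds in 50 mM Tris-HCl pH 7.5, 50 mM NaCl, 1 mM DTT, 0.05% BSA. Fluorescein-labeled HOX-A9 DNA (50 nM solution) followed, 30 min, then polarization read.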
GALK inh = qHTS Assay for Inhibitors of Human Galactokinase (GALK); P51570; Purified GALK, Kinase-Glo residual ATP luminescence; Potency, µM (titrated, usually from 57.5 µM), inactives show at the highest dose activity change, negative = inhibition, hits mostly inhibitors; actives 0.007% (n = 270,000); also: potency is read from the fitted curve at half-maximal effect; % is scaled to controls: 0 for no effect and ±100 for the full control effect
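Human GALK (5 nM) with 35 uM ATP and 100 uM galactose in 20 mM HEPES pH 8.0, 5 mM MgCl2, 60 mM NaCl, 1 mM DTT, 0.01% BSA. After 1 h at room temperature, leftover ATP was read by Kinase-Glo Plus luminescence.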
Giardia kill = Small Molecules that selectively kill Giardia lamblia: qHTS. Giardia lamblia trophozoite viability. activity change, % at 7.66 µM, hits read low. actives 0.15% (n = 340,000); in the data active = activity change below about -80%; inconclusive = between about -30% and that limit;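 also: parasites exposed to compound for two days anaerobically before the ATP read; % is scaled to controls: 0 for no effect and ±100 for the full control effect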
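Compounds were tested on trophozoites seeded at 100 cells/well and held 48 hrs at 37 deg C anaerobically. An ATP-based luminescent kit measured the remaining live cells.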
FBPA coupling cs = qHTS Assay for Inhibitors of Fructose-1,6-bisphosphate Aldolase from Giardia Lamblia: Coupling assay counterscreen; coupling enzyme system counterscreen, AmpLite Red fluorescence; activity change, negative = inhibition, % at 58.2 µM, hits read low; actives 0.67% (n = 290,000); in the data active = activity change below about -30%; also: % is scaled to controls: 0 for no effect and ±100 for the full control effect
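Counterscreen of the coupled detection system alone, without aldolase: glyceraldehyde-3-phosphate coupling enzymes plus AmpLite Red readout. Compounds at 57.5 uM final, 10 min RT preincubation, 20 min RT reaction, fluorescence 525/598 nm.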
TSHR antag = Antagonists of the Thyroid Stimulating Hormone Receptor: HTS campaign; Thyrotropin receptor (Homo sapiens), P16473; TSHR-expressing cells, TSH-stimulated cAMP HTRF, 2 h; stronger effect = lower value; activity change, negative = inhibition, % at 11.5 µM; actives 0.2% (n = 330,000);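 active = activity change below a set negative limit, meaning inhibition stronger than a set level, cut at about -70% in these data; inconclusive = activity change between two set negative limits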; also: % is scaled to controls: 0 for no effect and ±100 for the full control effect
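Antagonism was scored as loss of TSH-driven cAMP in TSHR cells, stimulated with 4nM TSH (EC80) for 2 hours at 37 deg C and detected by homogeneous HTRF competition immunoassay.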
TCR act = Activators of T cell receptors: qHTS campaign; 330,000 tested, under 10 active; Potency, µM (highest dose often 9.22 µM), without a hit: at the highest dose activation of IL-2 secretion, hits mostly activators; primary human leukocytes, anti-CD3, IL-2 HTRF, 48 h; AID 504894, 2011; also: % of control where 0% means no effect
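48 hr co-incubation of compounds, a-CD3 beads and primary human leukocytes; IL-2 quantified homogeneously by HTRF with anti-IL-2 K and d2 conjugates.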
Active calls of the source: *; ? = inconclusive; nt = no result given; & = joins results of further samples; [ ] = dose if it differs, or a comment. Unless noted, calls follow the shape of the dose curve; as a rule, active = well fitted curve in the direction sought with a large enough effect; inconclusive = small, poorly fitted or top-dose-only effect, or another doubt; inactive = no such curve, though single readings can be large; an effect the other way counts as inactive or inconclusive.

Sample of the layout, 7 compounds:
compound	BCR signal inh	GALK inh	Giardia kill	CXXC DNA block	KCNH2 WT inh	TCR act	Tb PFK block	A-T KAP1 phos	FBPA coupling cs	TSHR antag
O=C(NC1CCCC1)C(c1ccsc1)N(Cc1ccccc1)C(=O)Cc1cccs1 (stereo not drawn)	7%	-4%	14	-3%	-4	1%	3%	4%	-2	14
Cc1cc(NCc2ccccn2)n2ncc(-c3ccccc3)c2n1	?	1%	-8	39%[activator]	-4	-10%	0%	3%	4	0
c1ccc(COc2ccc(CNCc3cccs3)cc2)cc1	?	-1%	7	10%	39	-7%	7%	15%	0	14
Cc1ccc2c(c1)NC(=O)C(CC(=O)NCCCN1CCc3ccccc3C1)O2 (stereo not drawn)	0%	0%	-27	-4%	18	6%	-5%	1%	0	-1
CC(C)NC(=S)N1CCN(C/C=C/c2ccccc2)CC1	-2%	0%	7	10%	9	12%	-1%	-3%	-1	-8
O=C(Nc1ncc(Cc2ccc(SC(F)F)cc2)s1)c1ccccc1	?	0%	-3	17%	6	2%	-1%	-13%	1	-14
Cc1ccc(-c2csc(N3CCN(c4ccc5nc(-c6ccncc6)n(CCN6CCCCC6)c5c4)CC3)n2)cc1	-9%	nt	5	17%	6	6%	0%	15%	-13	-34

Results, repeating the preview:
compound	BCR signal inh	GALK inh	Giardia kill	CXXC DNA block	KCNH2 WT inh	TCR act	Tb PFK block	A-T KAP1 phos	FBPA coupling cs	TSHR antag
O=C(NC1CCCC1)C(c1ccsc1)N(Cc1ccccc1)C(=O)Cc1cccs1 (stereo not drawn)	7%	-4%	14	-3%	-4	1%	3%	4%	-2	14
Cc1cc(NCc2ccccn2)n2ncc(-c3ccccc3)c2n1	?	1%	-8	39%[activator]	-4	-10%	0%	3%	4	0
c1ccc(COc2ccc(CNCc3cccs3)cc2)cc1	?	-1%	7	10%	39	-7%	7%	15%	0	14
Cc1ccc2c(c1)NC(=O)C(CC(=O)NCCCN1CCc3ccccc3C1)O2 (stereo not drawn)	0%	0%	-27	-4%	18	6%	-5%	1%	0	-1
CC(C)NC(=S)N1CCN(C/C=C/c2ccccc2)CC1	-2%	0%	7	10%	9	12%	-1%	-3%	-1	-8
O=C(Nc1ncc(Cc2ccc(SC(F)F)cc2)s1)c1ccccc1	?	0%	-3	17%	6	2%	-1%	-13%	1	-14
Cc1ccc(-c2csc(N3CCN(c4ccc5nc(-c6ccncc6)n(CCN6CCCCC6)c5c4)CC3)n2)cc1	-9%	nt	5	17%	6	6%	0%	15%	-13	-34
O=C(CN1CCc2ccccc21)NCc1ccc2c(c1)OCO2	-5%	2%	18	7%	nt	-4%[46.1 µM]	-5%	4%	-3	1
O=C(c1ccc(S(=O)(=O)N2CCOCC2)cc1)N1CCN(c2ccccn2)CC1	?	1%	18	2%	-17	4%	0%	0%	3	21
COc1ccc(S(=O)(=O)NCc2ccccn2)cc1NC(=O)c1ccccc1F	nt	0%	-14	7%	-1	-3%	1%	-4%	-1	-8
NC(=S)N/N=C\c1ccc(-c2cccc(Cl)c2Cl)o1	?	1%	11	1%	4	-1%	-2%	nt	1	-7
Cc1cn([C@@H](CCCCN)C(=O)NCCCCCCCCCCC(=O)N2CCNCC2)nn1	3%	nt	1	nt	-9	3%	0%	17%	nt	-10
O=C(NC1CCCC1)C(c1ccccc1)N(Cc1ccc(F)cc1)C(=O)c1csnn1 (stereo not drawn)	-3%	-2%	-15	1%	1	6%	-2%	29%	1	9
Cc1cc2cc(CNC(=O)C(C)Oc3ccccc3)ccc2n1C (stereo not drawn)	6%	-1%	25	-1%	-14	-3%	9%	20%	1	-1
CCCCS(=O)CC(COc1ccc(Cl)cc1)OC(=O)c1ccccc1 (stereo not drawn)	-13%	1%	-12	1%	11	3%	-1%	17%	5	-13
COC(=O)c1[nH]c2ccc(C)cc2c1NC(=O)CCN1CCN(Cc2ccc3c(c2)OCO3)CC1	-9%	-4%	4	10%	22	nt	2%	0%	-5	-2
CC(C)CCn1cnc2c(sc3nc4c(cc32)CSC(C)(C)C4)c1=O	5%	0%	-5	-1%	2	4%[46.1 µM]	-5%	-1%	-1	-15
CC1(C)CC(=O)C=C(NCCc2c[nH]c3ccccc23)C1	?	nt	15	-1%	-7	6%	0%	5%	-2	-2
COc1ccc(/C=C(\C#N)C(=O)N=CN(C)C)cc1	1%	1%	-16	-4%	3	-3%	0%	4%	-3	-8
CC(C)(C)C(=O)CSc1nnc(-c2cccs2)n1CC1CCCO1 (stereo not drawn)	-11%	-1%	-13	-3%	-6	6%	-1%	1%	6	4
COC(=O)c1cc(Br)c(=O)n(CCN2CCCC2)c1	-10%	nt	22	-3%	-4	3%	0%	1%	-4	6
Cc1oc(C(C)(C)C)cc1C(=O)N1CCCC1C(=O)O (stereo not drawn)	1%	-1%	-11	-2%	5	7%[46.1 µM]	0%	-5%	1	3
CC(C)[C@H](NC(=O)Nc1cccc(C(F)(F)F)c1)C(=O)O	1%	-2%	-8	-3%	1	5%	2%	0%	-2	-3
CC(C)(C)OC(=O)C(C(=O)OC(C)(C)C)c1ccc(Cl)nn1	?	-2%	-25	-1%	0	-11%	2%	-5%	-3	-12
CC1(C)OC(=O)N(c2cccnc2)C1(C)O (stereo not drawn)	0%	0%	17	3%	4	-1%	-2%	5%	2	10
CCn1c(SCC(=O)N/N=C/c2ccccc2OCC(=O)O)nnc1-c1ccc(C)cc1	-11%	10%	-4	5%	-6	6%	1%	-9%	5	-1
COc1cc(OC)c2ccc(=O)oc2c1C(CCN1CCCC(C)C1)c1ccc(N(C)C)cc1 (stereo not drawn)	-4%	1%	48&10[activator]	11%	3	1%	2%	3%	0&2	0
CCOC(=O)/C(=N\Nc1ccccc1)P(=O)(c1ccccc1)c1ccccc1	14%	-1%	-12	14%	1	0%	0%	?	4	8
N#Cc1ccccc1OCC(=O)Nc1cccc(S(=O)(=O)N2CCCCCC2)c1	?	nt	-13	nt	10	0%	-8%	8%	nt	-28
COC1(OC)N=C(NC(=O)Nc2ccccc2)C2(C#N)C(c3ccccc3)C12C#N (stereo not drawn)	3%	0%	-22	9%	-1	-6%	5%	-3%	-1	-1
COc1ccc([C@@H]2[C@@H]3C(=O)N(C(C)(C)C)C(=O)[C@@H]3[C@]3(C)C(=O)N(c4ccc(C)cc4)C(=O)N23)cc1	17%	nt	?	3%	6	-2%	6%	1%	3	-5
NC(=O)[C@@H]1CCCN1C(=O)c1ccc2nc(Cc3cccc(Cl)c3)oc2c1	0%	-1%	13	-2%	4	0%	-15%	2%	nt	-12
COc1nc(N2CCOCC2)nc(C)c1[N+](=O)[O-]	?	0%	28	2%	-107*	5%[46.1 µM]	-4%	3%	5	0
Cc1cccnc1NC(=O)c1ccc(Cl)c(S(=O)(=O)N2CCCC2)c1	8%	3%	?	19%	7	0%	-5%	-1%	nt	0
COc1ccc(NC(=O)CN2CCN(Cc3ccc4c(c3)OCO4)CC2)cc1OC	-3%	0%	10	1%	6	-19%	-24%	9%	-38*	11
COC(=O)c1ccc(-c2cc(C(=O)O)c3cc4c(cc3n2)OCCO4)cc1	-1%	-3%	?	-3%	0	9%	-1%	-3%	7	17
NC(=O)C1CCN(c2nc(-c3ccc(Br)cc3)cs2)CC1	?	2%	-15&11	1%	1	1%[46.1 µM]	0%&-3%&-2%	23%&31%&-9%	2	-8&-11&19
